High-throughput results from PubChem.
pPAFAH FP inh: pPAFAH (human) enzyme inhibition | recombinant pPAFAH, FP-rhodamine probe fluorescence polarization | inhibition, % at 3.39 µM | 330,000 tested, 1.5% active | Q13093;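 active = inhibition above the mean inhibition across the screen plus 3 SD, cut at about 25% in these data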;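 note: inhibitors block binding of the rhodamine activity-based probe so polarization drops; 0% = enzyme with DMSO and 100% = wells lacking pPAFAH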
MCL1-BIM inh: MCL1-BIM-BH3 interaction inhibition (human) | 320,000 tested, 0.68% active | Q07820 | inhibition, % at 10.9 µM | GST-MCL1 / FITC-Bim-BH3 fluorescence polarization | AID 2057;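 active = inhibition above the mean inhibition of all tested compounds plus 3 SD, set per campaign, cut at about 40% in these data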;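 note: 0% = DMSO wells and 100% = unlabeled Bim-BH3 peptide control; higher means more loss of mP so more displacement of Bim peptide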
Target sequence (Q07820 whole entry, looked up): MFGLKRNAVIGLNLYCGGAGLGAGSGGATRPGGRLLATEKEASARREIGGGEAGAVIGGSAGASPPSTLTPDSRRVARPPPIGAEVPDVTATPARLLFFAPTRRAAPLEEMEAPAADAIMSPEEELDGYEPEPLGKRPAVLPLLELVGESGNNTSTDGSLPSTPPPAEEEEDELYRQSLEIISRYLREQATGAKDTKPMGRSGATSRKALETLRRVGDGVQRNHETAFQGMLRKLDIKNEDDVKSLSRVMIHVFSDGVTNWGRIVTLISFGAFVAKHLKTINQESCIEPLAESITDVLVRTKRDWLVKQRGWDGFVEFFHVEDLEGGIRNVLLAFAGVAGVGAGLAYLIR
AHR activator: human AHR activation. P35869. AHR-responsive luciferase reporter cells, luminescence. activation, % at 5 µM. AID 2796. 320,000 tested, 2.5% active; in the data active = activation above about 47%;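 note: 0% = vehicle wells and 100% = reference agonist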
GLD-1 TGE inh: GLD-1-TGE RNA interaction inhibition (C. elegans); Q17339; purified GLD-1 + fluorescein TGE RNA, fluorescence polarization; inhibition, % at 5.96 µM; 320,000 tested, 0.44% active; AID 2280;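 active = percent inhibition above a per-plate cutoff, the plate mean of test compounds plus 3 SD, cut at about 30% in these data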;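 note: 0% = DMSO wells with GLD-1 and probe and 100% = wells lacking GLD-1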
Target sequence (Q17339 whole entry, looked up): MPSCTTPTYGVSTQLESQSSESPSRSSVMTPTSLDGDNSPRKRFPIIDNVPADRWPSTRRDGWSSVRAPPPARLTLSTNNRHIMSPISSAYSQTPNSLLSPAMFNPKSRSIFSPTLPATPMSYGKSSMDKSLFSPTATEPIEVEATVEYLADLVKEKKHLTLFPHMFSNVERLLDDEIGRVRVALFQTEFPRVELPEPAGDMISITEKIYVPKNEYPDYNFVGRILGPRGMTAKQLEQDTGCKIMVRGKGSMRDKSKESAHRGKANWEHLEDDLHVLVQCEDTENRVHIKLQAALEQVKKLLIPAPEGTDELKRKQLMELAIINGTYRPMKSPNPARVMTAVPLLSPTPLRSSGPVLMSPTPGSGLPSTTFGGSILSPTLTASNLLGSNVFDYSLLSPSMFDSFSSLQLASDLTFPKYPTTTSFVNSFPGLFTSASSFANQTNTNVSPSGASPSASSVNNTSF
Bcl-xL primary: Bcl-xL (human) inhibition; Q07817; GST-Bcl-xL / FITC-Bim BH3 peptide fluorescence polarization; inhibition, % at 10.9 µM; 320,000 tested, 0.7% active;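 active = inhibition above the mean of all tested compounds plus 3 SD, cutoff set per campaign, cut at about 30% in these data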;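 note: 0% = DMSO wells and 100% = unlabeled Bim-BH3 peptide competitor; inhibitors lower millipolarization by displacing the labeled peptide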
PAFAH1B2 inh: PAFAH1B2 (human) inhibition; P68402; recombinant PAFAH1B2, FP-rhodamine activity probe, fluorescence polarization; inhibition, % at 3.39 µM; 340,000 tested, 1.2% active;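 active = inhibition above the mean of all tested compounds plus 3 SD, cut at about 24% in these data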;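 note: 0% = enzyme with DMSO and 100% = wells lacking PAFAH1B2; many of its hits are not listed in these tables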
Target sequence (P68402 whole entry, looked up): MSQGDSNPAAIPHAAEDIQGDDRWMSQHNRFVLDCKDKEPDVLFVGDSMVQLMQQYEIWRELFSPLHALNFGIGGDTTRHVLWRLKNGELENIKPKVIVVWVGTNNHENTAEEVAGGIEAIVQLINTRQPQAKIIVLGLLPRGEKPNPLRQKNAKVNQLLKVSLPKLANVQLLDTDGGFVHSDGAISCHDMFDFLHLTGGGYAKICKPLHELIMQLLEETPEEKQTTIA
MEX-5 binding: C. elegans MEX-5 TCR-2 RNA binding activity; MEX-5/FITC-TCR2 RNA binding, fluorescence polarization; active compounds read low; activity score (negative = inhibition of binding), % at 10 µM; 300,000 tested, 0.38% active;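 active = inhibition past about -25% in most replicates, and total fluorescence under double the plate's negative control median, limit read from the data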;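 note: 0% = DMSO and -100% = 5 µM competing unlabeled TCR2 RNA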
PME-1 inh: PME-1 (human) inhibition | inhibition, % at 5.9 µM | Q9Y570 | 320,000 tested, 0.53% active | recombinant PME-1, FP-Rh probe fluorescence polarization;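 active = inhibition above the campaign mean of all compounds plus 3 SD, cut at about 26% in these data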;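 note: competitive labeling of PME-1 active site by serine hydrolase directed probe; 0% = PME-1 with DMSO and 100% = wells lacking PME-1 enzyme; inhibitors block probe labeling so polarization falls and inhibition rises; many of its hits are not listed in these tables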
Fam108B counter: blocks mouse Fam108B hydrolase in RBBP9 counter-screen; recombinant Fam108B, FP-Rh probe fluorescence polarization; inhibition, % at 9.51 µM; 300,000 tested, 0.33% active; AID 1947;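 active = inhibition above the screen mean inhibition plus 3 SD, computed separately per campaign, cut at about 18% in these data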;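 note: inhibitors lower polarization as less probe binds the enzyme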
* hit, by the source's call; . = no result given. An excerpt; the hit share may differ from the screen's.

SMILES	pPAFAH FP inh	MCL1-BIM inh	AHR activator	GLD-1 TGE inh	Bcl-xL primary	PAFAH1B2 inh	MEX-5 binding	PME-1 inh	Fam108B counter
CSCCC(NC(=O)c1ccccc1Br)C(=O)NCC(C)(C)N1CCOCC1 (configuration not stated)	0	1	-3	7	2	3	1.6	1	3
CCNc1nc(NCC)n2c(SC(C(=O)Nc3cc(C)ccc3OC)c3ccccc3)nnc2n1 (configuration not stated)	5	-1	5	-2	-2	-1	2.5	6	-1
COc1ccc(C(=O)COC(=O)c2cccnc2Cl)c(OC)c1	11	2	10	-2	6	-2	-1.3	-2	2
CC1(C)Cc2c(c(-c3ccco3)nc3sc4c(NCC5CCCO5)ncnc4c23)CO1 (configuration not stated)	2	1	12	4	3	-1	1.2	-2	-4
CCOc1ccc(CCNS(=O)(=O)c2ccc3c(c2)oc(=O)n3C)cc1OCC	1	-4	6	-2	3	3	-0.6	0	1
O=C(C[n+]1cc(Br)cc2ccccc21)c1ccc(Br)cc1	7	94*	101*	-21	58*	5	0.4	-1	-2
CC(C)N(CC#CCC(O)(c1ccccc1)c1ccccc1)C(C)C	3	1	-2	8	7	-2	0.2	-2	-5
Cc1cccc2[nH]c3c(=O)n(CCN4CCNCC4)cnc3c12	7	-1	44	1	-1	0	1.5	-3	-5
COCCNC(=O)COc1ccc(Oc2ccccc2)cc1	-1	12	8	-9	9	0	-1.0	-9	8
COc1cccc2c1OCC/C2=N\NC(=O)COc1ccc(C)cc1	3	1	13	7	0	4	0.5	-3	-2
CCN1CCCC(NC(=O)c2cc([N+](=O)[O-])ccc2OC)C1 (configuration not stated)	0	1	0	6	4	-7	2.1	-4	0
Cn1c(=O)c2c(ncn2CC(=O)Nc2ccccc2Sc2ccccc2)n(C)c1=O	-5	6	0	-2	7	-2	-6.0	4	-1
Cc1c(NC(=O)C2CCCCC2)cc(C(=O)N2CCOCC2)cc1[N+](=O)[O-]	-5	2	-2	4	3	0	-0.3	-6	-4
Cc1ccc(-c2[nH]ncc2/C=N/n2c(COc3ccccc3C)nc3ccccc3c2=O)cc1	-6	-4	25	6	-2	-3	1.5	-36	-8
O=C(Cc1ccc(Cl)cc1)NC1CCCN(Cc2ccccc2F)C1 (configuration not stated)	6	-1	1	-5	8	3	0.3	-3	-3
COc1cccc(CNC(=O)c2ccc(NC(=O)C3=CSCCO3)cc2)c1	3	5	-2	-2	5	1	-1.6	-1	6
CCOc1cc(C(=O)NC(C)COC)cc(OCC)c1OCC (configuration not stated)	1	1	-2	9	0	-1	-1.9	2	1
Cc1nn(CC(=O)NC(C)c2ccccc2)c(C)c1[N+](=O)[O-] (configuration not stated)	0	-2	1	4	2	3	1.8	2	-2
O=C(O)CCCC(=O)NCc1c(Cl)cccc1Sc1ccc(Cl)cc1	3	4	-1	0	1	22	-1.7	8	2
COc1cccc(NC(=O)CC2(CC(=O)O)CCCC2)c1	3	3	5	4	4	1	-0.3	-3	2
COc1cccc(N2C(=O)[C@H]3C(C(=O)c4cnccn4)=NN[C@H]3C2=O)c1	3	35	18	3	37*	.	-6.4	3	1
COc1cc(NC(=S)NCCCN(C)C)c(OC)cc1NC(=O)c1ccco1	0	1	1	1	6	-5	-0.8	0	1
O=C(O)C1C2CC2CN1C(=O)c1ccc(Cl)cc1Cl (configuration not stated)	0	1	0	-1	-2	.	1.4	2	1
COc1cccc(CC(=O)Nc2ccccc2C(=O)N2CCOCC2)c1	-1	3	0	-2	3	1	1.5	3	3
CCOC(=O)C1=C(O)CSC1=Nc1ccc(C)cc1	3	0	-1	-11	-2	0	-1.0	0	-3
Other structures
SMILES	pPAFAH FP inh	MCL1-BIM inh	AHR activator	GLD-1 TGE inh	Bcl-xL primary	PAFAH1B2 inh	MEX-5 binding	PME-1 inh	Fam108B counter
O=C(O)C1C2CCC(O2)C1C(=O)Nc1cccc(Cl)c1 (configuration not stated)	-1	18	-2	4	6	0	-2.4	3	-2
C=CC[C@@H](CC(=O)OC(C)(C)C)C(=O)OC[C@H]1CCCN1C(=O)[C@@H](CC=C)CC(=O)N[C@H](CO)Cc1ccccc1	3	.	0	0	.	1	.	.	.
Cc1c(C)n(C(=O)CSc2nc3ccccc3[nH]2)c2ccccc12	12	-14	14	2	8	0	-2.4	-9	-3
COc1ccc(/C=C2/C(=O)N(c3c(F)c(F)c(F)c(F)c3F)N=C2C)cc1	-5	0	5	-3	14	5	4.0	4	-2
O=S(=O)(Nc1ccc(-n2cnnn2)cc1)c1ccc(F)c(F)c1F	3	4	2	4	6	2	1.4	3	-2
O=C1C=C(c2ccccc2)CC(c2ccc(F)cc2)C1 (configuration not stated)	7	4	2	2	-4	6	0.3	6	-1
CCCCN1CCNC[C@@H]1Cc1ccc(O)cc1	4	8	-1	0	9	-1	1.2	1	5
COc1cc(C(=O)NC(CCSC)C(=O)OCC(=O)NC(=O)C2CCCCC2)cc(OC)c1OC (configuration not stated)	3	1	1	-4	2	-4	-1.1	2	4
NC(=O)NCCC1=CCCCC1	3	1	0	1	4	5	-2.3	-5	5
Cn1c(C(=O)O)c(S(=O)(=O)c2ccc(Cl)cc2)c2ccccc21	1	6	4	-4	5	13	0.0	-2	3
O=[N+]([O-])c1cccc(-c2cn3nc(-c4ccccc4)c(-c4ccccc4)nc3n2)c1	-4	-3	0	1	-2	6	-44*	-1	-1
O=C(Cc1ccc(F)cc1)N/N=C/c1ccc(-c2ccc(Cl)c(C(=O)O)c2)o1	7	1	-1	7	4	2	-0.6	1	-1
CC(=O)NCCSc1ccc(S(=O)(=O)N2CCCC2)cn1	3	-2	-2	4	4	5	.	2	.
COc1ccc(NC(=O)CN(c2ccccc2C)S(C)(=O)=O)c(OC)c1	-3	12	1	4	1	1	-0.2	-8	-3
COc1cccc(/C=C2\SC(=O)N(CCC(=O)NC3CCS(=O)(=O)C3)C2=O)c1 (configuration not stated)	1	13	5	8	9	3	2.7	4	-4
O=C(C1=C[C@@H](c2ccc(Br)cc2)C[C@@H](OCCCCO)O1)N1CCN(Cc2ccc3c(c2)OCO3)CC1	5	-4	6	0	3	2	1.5	2	1
Cc1ccoc1C(=O)Nc1ccc2ccccc2c1	2	7	33	1	5	5	0.9	3	-5
O=C(CSc1nnnn1-c1ccc(F)cc1F)Nc1ccccc1F	-3	0	6	-2	2	0	2.6	1	-3
CCCO/N=C1/C(=O)N(c2ccccc2)c2ccccc21	7	8	1	-1	7	2	-2.5	-5	-3
CCOC(=O)c1[nH]c(COC(=O)CCCOc2ccccc2)c(C(=O)OCC)c1C	10	1	1	4	0	.	0.2	5	3
CCn1nccc1C(=O)Nc1ccc(S(=O)(=O)NC23CC4CC(CC(C4)C2)C3)cc1	3	-17	3	0	3	2	.	-20	-13
CCOc1ccc(CCNC(=O)CSC(=S)N2CCCC2)cc1OCC	6	5	2	6	3	-2	-2.6	0	-1
N#CC/C(N)=N/Nc1nc2ccccc2nc1Cc1ccccc1	11	-8	11	-13	-6	8	1.2	33*	46*
CCOC(=O)C1[C@H]2C(=O)N(C(C)c3ccc(OC)cc3)C[C@]23C=C[C@H]1O3 (some centres not stated)	0	9	0	7	5	1	1.5	1	-3
COc1ccccc1CN1CCCC(C(=O)N2CCCCC2)C1 (configuration not stated)	-4	4	-2	-1	6	1	-1.5	6	-2

An excerpt from above in order of formula weight, rising:
SMILES	pPAFAH FP inh	MCL1-BIM inh	AHR activator	GLD-1 TGE inh	Bcl-xL primary	PAFAH1B2 inh	MEX-5 binding	PME-1 inh	Fam108B counter
COc1ccc(/C=C2/C(=O)N(c3c(F)c(F)c(F)c(F)c3F)N=C2C)cc1	-5	0	5	-3	14	5	4.0	4	-2
COc1cccc(/C=C2\SC(=O)N(CCC(=O)NC3CCS(=O)(=O)C3)C2=O)c1 (configuration not stated)	1	13	5	8	9	3	2.7	4	-4
O=C(C1=C[C@@H](c2ccc(Br)cc2)C[C@@H](OCCCCO)O1)N1CCN(Cc2ccc3c(c2)OCO3)CC1	5	-4	6	0	3	2	1.5	2	1

Going on with the list:
SMILES	pPAFAH FP inh	MCL1-BIM inh	AHR activator	GLD-1 TGE inh	Bcl-xL primary	PAFAH1B2 inh	MEX-5 binding	PME-1 inh	Fam108B counter
COc1ccc(CCNC(=O)C(=O)Nc2ccc3nc4n(c(=O)c3c2)CCCCC4)cc1OC	3	2	2	-1	-1	3	-0.9	-6	0
NC(=O)CCNC(=O)c1ccc(Cl)cc1	-6	7	1	8	3	1	1.3	-7	2
COc1ccc(NC(=O)N(C2CCCCC2)C(C)c2cccnc2)c(OC)c1 (configuration not stated)	2	5	4	-5	8	2	-2.1	-4	-6
C=C(CCC(=O)c1ccccc1)C(=O)c1ccccc1	4	7	0	14	85*	2	-0.5	3	1
O=C(Nc1cnn(Cc2ccc(F)cc2)c1)c1cnccn1	2	3	7	1	4	0	3.0	-5	3
Cc1ccc2nc(NC(=O)C3CCCN3C(=O)OC(C)(C)C)sc2c1 (configuration not stated)	5	3	7	-7	4	7	1.9	3	1
O=C(COC(=O)c1cccs1)NCC1CCCCC1	5	3	5	0	6	3	-0.9	-1	0
COCCN(C(=S)Nc1c(C)cc(C)cc1C)C(C)c1cccnc1 (configuration not stated)	-5	3	1	2	10	3	0.2	-1	2
O=C(CCNC(=O)c1ccc(Cl)cc1)NC1CCCCCC1	0	5	3	9	4	2	.	-8	.
Cc1ccc(S(=O)(=O)N2CCN(S(=O)(=O)c3ccc4c(c3)OCCO4)CC2)cc1	1	7	0	5	5	3	0.4	-2	0
COc1ccc(C2=NN(C(=O)CCC(=O)O)C(c3cccs3)C2)cc1OC (configuration not stated)	4	-4	6	0	2	0	-3.9	-8	2
O=C(CCC(=O)N1CCSc2ccccc21)Nc1ccc(F)cc1	-2	6	27	7	7	4	-0.6	-4	1
Cc1ccc(Oc2nc(CN3CCOCC3)nc3sc4c(c23)CCC(C)C4)cc1C (configuration not stated)	-3	1	9	-1	-4	-2	5.7	-12	-2
CCOc1ccc(CCNC(=O)c2cnc(C)cn2)cc1OCC	3	2	8	2	3	4	0.8	-3	-1
O=C(Nc1ccc(N2CCCCC2)cc1)c1ccc([N+](=O)[O-])o1	21	26	11	-3	5	3	-0.9	-2	5
O=C(C1CCCCC1)N1CCCc2ccccc21	5	-3	11	3	-3	10	3.0	-7	-4
COc1ccccc1CNC(=O)[C@H](C)NC(=O)C1CCN(C(=O)[C@@H](N)C(C)C)CC1	5	1	0	2	-2	4	-0.1	0	2
Cc1ccc(S(=O)(=O)Nc2ccccc2C=Nc2cccc(C)c2C)cc1	2	5	1	-1	-1	1	-1.1	-1	0
CCCCOC(=O)c1ccc(NC(=O)CN2C(=O)NC3(CCCCCC3)C2=O)cc1	13	-7	0	5	1	-1	.	-12	.
O=C(COc1ccccc1-c1ccccc1)N/N=C/c1cccnc1	7	-1	13	3	3	6	1.0	5	-3
COc1ccccc1N1CN(S(=O)(=O)c2ccc(C)cc2)c2nc3ccccc3nc21	2	.	35	0	.	12	.	.	.
COc1cccc(N2C(=O)N(c3ccccc3Cl)C3CS(=O)(=O)CC32)c1 (configuration not stated)	-4	3	5	11	0	4	0.8	-1	2
CCCc1nc(NCC2CCCO2)c2nnn(Cc3ccccc3)c2n1 (configuration not stated)	4	5	2	4	0	1	2.8	-1	0

Profiles as entered above. Order of screens: pPAFAH FP inh	MCL1-BIM inh	AHR activator	GLD-1 TGE inh	Bcl-xL primary	PAFAH1B2 inh	MEX-5 binding	PME-1 inh	Fam108B counter
Cc1ccc(Oc2nc(CN3CCOCC3)nc3sc4c(c23)CCC(C)C4)cc1C (configuration not stated) as listed: -3	1	9	-1	-4	-2	5.7	-12	-2
NC(=O)CCNC(=O)c1ccc(Cl)cc1 as listed: -6	7	1	8	3	1	1.3	-7	2
